Screens (PubChem BioAssay)
Fam108B inh = blocks mouse Fam108B hydrolase in RBBP9 counter-screen. recombinant Fam108B, FP-Rh probe fluorescence polarization. inhibition, % at 9.51 µM. hit rate 0.33% among 300,000. AID 1947;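 active = inhibition above the screen mean inhibition plus 3 SD, computed separately per campaign, cut at about 18% in these data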;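 also: inhibitors lower polarization as less probe binds the enzyme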
GSTO1 inh = counter-screen for RBBP9 inhibitors: inhibitors of human GSTO1 | P78417 | recombinant GSTO1, activity-based probe fluorescence polarization | inhibition, % at 5.96 µM | hit rate 1.1% among 300,000;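 active = inhibition above the campaign mean inhibition plus 3 SD, cut at about 35% in these data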;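 also: 0% = GSTO1-1 with DMSO and 100% = wells lacking GSTO1-1 enzyme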
Target sequence (P78417 whole entry, looked up): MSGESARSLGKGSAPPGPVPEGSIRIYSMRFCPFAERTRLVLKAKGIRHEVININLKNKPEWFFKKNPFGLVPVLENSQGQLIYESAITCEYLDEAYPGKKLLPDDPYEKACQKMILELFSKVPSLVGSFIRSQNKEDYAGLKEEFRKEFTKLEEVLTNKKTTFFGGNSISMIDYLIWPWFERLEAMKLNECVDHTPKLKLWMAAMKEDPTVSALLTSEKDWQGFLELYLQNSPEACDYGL
PME-1 primary = PME-1 (human) inhibition; AID 2130; inhibition, % at 5.9 µM; hit rate 0.53% among 320,000; recombinant PME-1, FP-Rh probe fluorescence polarization;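 active = inhibition above the campaign mean of all compounds plus 3 SD, cut at about 26% in these data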;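 also: competitive labeling of PME-1 active site by serine hydrolase directed probe; 0% = PME-1 with DMSO and 100% = wells lacking PME-1 enzyme; inhibitors block probe labeling so polarization falls and inhibition rises; many of its hits are not listed in these tables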
PAD4 inh = blocks human protein arginine deiminase 4 | AID 485272 | Q9UM07 | recombinant PAD4, RCA probe fluorescence polarization | hit rate 0.41% among 330,000 | inhibition, % at 6.36 µM;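 active = percent inhibition above a cutoff equal to the mean of all tested compounds plus 3 SD, cut at about 15% in these data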;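 also: 0% = PAD4 with RCA probe and DMSO and 100% = probe without PAD4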
MCL1-BIM inh = inhibitors of human MCL1 binding to BIM-BH3 peptide; GST-MCL1 / FITC-Bim-BH3 fluorescence polarization; AID 2057; inhibition, % at 10.9 µM; Q07820; hit rate 0.68% among 320,000;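 active = inhibition above the mean inhibition of all tested compounds plus 3 SD, set per campaign, cut at about 40% in these data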;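 also: 0% = DMSO wells and 100% = unlabeled Bim-BH3 peptide control; higher means more loss of mP so more displacement of Bim peptide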
Target sequence (Q07820 whole entry, looked up): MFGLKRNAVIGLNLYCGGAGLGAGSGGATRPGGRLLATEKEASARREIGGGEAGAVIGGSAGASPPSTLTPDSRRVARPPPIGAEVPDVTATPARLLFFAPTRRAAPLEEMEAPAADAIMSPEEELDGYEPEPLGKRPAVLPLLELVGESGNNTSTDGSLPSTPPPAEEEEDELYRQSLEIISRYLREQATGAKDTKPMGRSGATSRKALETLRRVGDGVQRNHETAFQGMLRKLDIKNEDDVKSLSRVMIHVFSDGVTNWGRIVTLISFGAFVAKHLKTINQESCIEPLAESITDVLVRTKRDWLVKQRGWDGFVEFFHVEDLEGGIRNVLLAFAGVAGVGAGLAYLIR
GLD-1 TGE inh = GLD-1-TGE RNA interaction inhibition (C. elegans); hit rate 0.44% among 320,000; purified GLD-1 + fluorescein TGE RNA, fluorescence polarization; inhibition, % at 5.96 µM; Q17339;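 active = percent inhibition above a per-plate cutoff, the plate mean of test compounds plus 3 SD, cut at about 30% in these data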;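 also: 0% = DMSO wells with GLD-1 and probe and 100% = wells lacking GLD-1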
MEX-5 binding = C. elegans MEX-5 TCR-2 RNA binding activity; MEX-5/FITC-TCR2 RNA binding, fluorescence polarization; stronger effect = lower value; activity score (negative = inhibition of binding), % at 10 µM; hit rate 0.38% among 300,000; AID 1832;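 active = inhibition past about -25% in most replicates, and total fluorescence under double the plate's negative control median, limit read from the data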;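 also: 0% = DMSO and -100% = 5 µM competing unlabeled TCR2 RNA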
Target sequence (Q9XUB2 whole entry, looked up): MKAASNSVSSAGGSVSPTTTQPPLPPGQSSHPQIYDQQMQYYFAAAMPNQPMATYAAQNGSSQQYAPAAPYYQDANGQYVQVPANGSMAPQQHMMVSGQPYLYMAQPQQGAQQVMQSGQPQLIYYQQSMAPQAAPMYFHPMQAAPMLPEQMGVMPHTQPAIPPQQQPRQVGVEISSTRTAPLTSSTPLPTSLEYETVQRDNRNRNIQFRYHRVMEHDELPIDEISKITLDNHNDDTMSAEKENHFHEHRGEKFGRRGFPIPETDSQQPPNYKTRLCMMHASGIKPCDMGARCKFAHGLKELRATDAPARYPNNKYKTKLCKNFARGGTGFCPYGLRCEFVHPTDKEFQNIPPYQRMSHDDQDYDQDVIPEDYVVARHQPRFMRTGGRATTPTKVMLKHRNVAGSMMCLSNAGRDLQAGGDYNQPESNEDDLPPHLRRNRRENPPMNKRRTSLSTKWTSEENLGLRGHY
TPT1 inhibitor = C. albicans TPT1 enzyme inhibition | recombinant caTPT1, FP RNA substrate dephosphorylation | inhibition, % at 5 µM | hit rate 0.81% among 300,000 | AID 1962;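 active = inhibition above the mean of all tested compounds plus 3 SD, set per screening campaign, cut at about 24% in these data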;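 also: plate controls were DMSO alone for no effect and ferristatin control at 100 nM for full effect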
Bcl-xL primary = blocks human Bcl-xL binding to Bim BH3 peptide. hit rate 0.7% among 320,000. AID 2129. Q07817. GST-Bcl-xL / FITC-Bim BH3 peptide fluorescence polarization. inhibition, % at 10.9 µM;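 active = inhibition above the mean of all tested compounds plus 3 SD, cutoff set per campaign, cut at about 30% in these data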;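 also: 0% = DMSO wells and 100% = unlabeled Bim-BH3 peptide competitor; inhibitors lower millipolarization by displacing the labeled peptide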
An asterisk follows results filed as active; / = not tested or not shown. Some of the compounds tested. The share of hits here may be higher or lower than overall.

SMILES	Fam108B inh	GSTO1 inh	PME-1 primary	PAD4 inh	MCL1-BIM inh	GLD-1 TGE inh	MEX-5 binding	TPT1 inhibitor	Bcl-xL primary
COc1ccc(CCN(C)C(=O)c2ccc(S(=O)(=O)NCc3ccco3)cc2)cc1OC	-1	5	-2	0	-12	5	0.9	1	-4
Cc1ccc(C)c2[nH]c(=O)c(C(c3nnnn3CCc3ccccc3)N3CCOCC3)cc12 (stereo not drawn)	-6	-1	1	-2	4	3	-0.6	2	0
CCOC(=O)CN(Cc1sccc1C)C(=O)Nc1ccc(OC)cc1OC	3	7	-3	-2	1	10	0.2	-2	2
Cc1cc(NC(=O)NCc2ccccc2)c(=O)n(Cc2ccc(F)cc2)c1	-2	6	4	-1	5	5	2.1	8	3
COc1ccc(-n2c(Cc3cccn3C)nnc2SCC(=O)Nc2ccccc2OC)cc1	1	4	-8	1	-6	-4	3.9	-5	1
O=C1[C@H]2[C@@H](c3ccc(Cl)cc3)N3C(=O)N(c4cccc(Cl)c4)C(=O)[C@@]3(Cc3ccccc3)[C@H]2C(=O)N1C1CCCCC1	-9	-8	-12	7	6	6	1.4	-1	0
CCN1C(=O)C(CC(=O)NCCc2ccccc2)N(NC(=O)c2cccnc2)C1=S (stereo not drawn)	2	8	-3	0	-10	6	1.2	0	-19
Cc1cc(C(=O)Nc2ccccc2C(=O)O)oc1C	-5	-7	2	-6	0	4	-0.7	6	0
COCCN(C(=O)Nc1ccccc1OC)c1nc2ccccc2s1	-5	-9	-4	1	2	1	1.5	3	-1
O=C(c1cnn(-c2ccccc2)c1-n1cccc1)N1CCN(C2CCCCC2)CC1	-2	3	0	-1	-2	-2	1.0	-3	-3
CCN(CC(=O)Nc1ccc(OC)cc1)CC(=O)N1CC(=O)Nc2ccccc21	/	/	1	2	-8	3	/	/	-6
O=C(NCCc1ccc(Cl)cc1)c1ccc2[nH]c(=O)c(=O)[nH]c2c1	-3	6	7	3	4	-4	1.4	2	4
Cc1ccc(NC2=C(Cl)C(=O)c3ccccc3C2=O)cc1	10	85*	21	2	1	5	1.8	3	5
CC(NC(=O)CN1c2cccc3cccc(c23)S1(=O)=O)c1ccc(S(N)(=O)=O)cc1 (stereo not drawn)	5	16	4	-6	22	3	-0.4	3	9
CC(=O)Nc1ccc(S(=O)(=O)N2CCC(NC(C)=O)(c3cccc(F)c3)CC2)cc1	-1	2	-4	0	4	3	1.5	-4	6
NC(=O)C1(N2CCCCC2)CCN(S(=O)(=O)c2ccc(Cl)s2)CC1	-5	3	-13	-5	-2	-3	1.4	-2	3
CC(Oc1ccc(Cl)cc1)C(=O)Nc1ncccn1 (stereo not drawn)	1	4	4	-1	6	2	4.0	3	7
Cc1cccc(OCc2ccc(C(=O)Nc3ccc(F)cc3)cc2)c1	-1	-6	1	-7	-7	-1	-1.1	2	-4
COc1cc(Cl)c(C)cc1NC(=O)Cn1c(NCCO)nc2ccccc21	2	-2	-6	-6	-9	6	-0.9	0	-4
Oc1ccc(-c2n[nH]c(=S)n2-c2ccc3c(c2)OCCO3)c(O)c1	6	12	-3	4	22	8	/	-1	11
N#CC1=C(N)OC2=C(C(=O)CCC2)C1c1cc2c(cc1Cl)OCO2 (stereo not drawn)	-1	4	-1	-4	6	-2	-2.9	5	3
CCOc1ccc(OCCC(=O)N(CC)CC(=O)NCc2ccc(Cl)cc2)cc1	2	9	2	0	-5	-2	0.9	0	0
CN(C(=O)COc1ncnc2sccc12)c1ccccc1	-2	4	1	3	5	9	/	-1	6
Cc1cc(C(=O)N/N=C/c2ccc([N+](=O)[O-])o2)c(C)o1	6	38*	3	-6	23	-2	1.5	5	16
CC(C)CN1C=C2C(=O)C(C)(OC(=O)CCc3ccccc3)C(=O)C=C2C=C1c1ccc(C#N)cc1 (stereo not drawn)	3	16	4	-10	17	9	-5.0	-3	22
CSc1ccc(Cl)c(C(=O)NCCOc2ccccc2)c1	3	5	0	-3	6	-1	-0.1	-1	3
FC(F)(F)c1nnc2ccc(N3CCOCC3)nn12	4	-1	-7	-4	-2	-5	-4.4	-2	0
Cc1cc(O)c(/C=N/Nc2ccccc2)c(=O)o1	-1	7	1	0	16	6	-14	1	13
CCOC(=O)c1ccc(NC(=O)COC(=O)Cc2csc(-c3ccccc3)n2)cc1	-7	2	-4	-7	-2	2	2.1	3	-1
Cc1ccccc1C(=O)N(CC(=O)Nc1sc(C)c(C)c1C(N)=O)C1CCCC1	3	2	2	-2	1	7	1.1	0	3
COc1ccc(CCNC(=O)CN2C(=O)CSc3ccc(S(=O)(=O)N4CCOCC4)cc32)cc1OC	0	-1	4	-1	2	6	-2.6	3	4
CC1Cc2cc(S(=O)(=O)N3CCN(C)CC3)ccc2N1C(=O)C1CC1 (stereo not drawn)	-2	-2	5	-1	-2	3	3.1	-4	-2
CCOc1ccc(N2CC(=O)N(c3ccc(OCC)cc3)CC2=O)cc1	-2	-3	-2	0	2	1	-0.8	-2	2
CCOc1ccc(NS(=O)(=O)c2ccc(C(=O)NCC(c3ccccc3OC)N3CCCC3)cc2)cc1 (stereo not drawn)	-1	8	-2	0	-2	1	3.8	-1	6
CCCNc1nc(Cl)nc(Nc2ccc(Cl)cc2)n1	-4	2	-7	-1	5	2	-1.5	-4	2
Oc1ccc(-n2cnnn2)cc1	3	7	-1	1	3	9	-1.3	3	4
COc1ccc(C(=O)NNC(=O)C(=O)Nc2ccc(C)cc2)cc1	2	-2	-2	5	3	0	-1.4	-6	1
CCc1nnc(NC(=O)CSc2nc3c(cc2C#N)CCC3)s1	0	5	21	-1	7	8	-2.3	-4	6
CCN(CC)S(=O)(=O)c1cc(C(=O)O)ccc1Cl	0	4	-1	-1	2	-3	-1.0	3	-2
CCCOc1ccc(N2C(=O)CC(N(CCc3ccc(OC)cc3)C(=O)/C=C/C(=O)O)C2=O)cc1 (stereo not drawn)	1	-2	0	-1	7	4	0.2	-6	6
Cc1cccc(C2c3[nH]c4ccccc4c3CCN2C(=O)c2cc(-c3cccn3C)n[nH]2)n1 (stereo not drawn)	1	-7	12	-2	-5	-5	0.8	2	-1
CCOc1ccc(CSCCNC(=S)Nc2ccc(OC)cc2)cc1	3	21	1	3	1	4	0.7	-5	4
CC1(C)CC2CC(C)(CN2C(=O)c2cc(-c3ccc(O)cc3)on2)C1 (stereo not drawn)	2	1	-4	-4	1	6	-1.5	-1	3
Cc1ccc(OCCc2csc(N)n2)cc1	1	7	-2	0	-16	7	/	2	-6
O=C(COC(=O)c1cccs1)NCCC1=CCCCC1	2	-2	3	4	-5	8	1.9	-5	2
Cc1ccc(Cn2nnnc2CN2CCC(O)(c3ccc(F)cc3)CC2)cc1	9	4	4	-6	-2	0	1.2	5	0
O=[N+]([O-])c1ccc(N2CCN(S(=O)(=O)c3ccccc3)CC2)cc1NCc1ccco1	-3	2	2	-1	-2	2	-0.1	-3	1
COc1ccc(C)cc1NS(=O)(=O)c1ccc2c(c1)N(C)CCO2	-5	-2	15	-4	-3	6	2.0	-1	4
FC(F)(F)c1ccc(Oc2ccc3c(C(F)(F)F)cc(C(F)(F)F)nc3n2)cc1	-1	1	0	-2	-7	6	2.9	5	-10
COc1cc(/C=N/NC(=O)c2ccncc2)ccc1OC(=O)c1ccccc1Cl	-9	4	-15	1	7	4	1.7	2	2
Fc1ccc(CN2C3=NCCCN3c3ccccc32)cc1	0	-1	-3	2	8	2	-1.1	-6	2
Cc1cc(-n2cccn2)ccc1CN1CCN(C2CCCC2)C(CCO)C1 (stereo not drawn)	1	-1	3	-3	2	11	0.2	0	6
NC1=NC(=O)/C(=C\c2ccco2)S1	15	41*	-5	2	84*	12	-17	-2	55*
Nn1c(COc2ccccc2)nnc1SCc1cc(=O)[nH]c2ccccc12	-1	-4	1	4	-2	1	0.3	3	-2
CN1CCN(c2nc3c(c(=O)n(C)c(=O)n3C)n2CC(=O)C23CC4CC(CC(C4)C2)C3)CC1	0	3	-2	4	3	4	0.5	-2	4
O=C1[C@H]2CC3CCC2(O3)[C@@H]2OCCCN12 (stereo partly drawn)	-2	2	-8	-1	0	8	2.8	-3	2
COc1ccc(C(C)=O)cc1COc1ccc(-n2cnnn2)cc1	0	-9	2	-3	-14	3	0.7	-6	-7
O=C(NCCCn1ccnc1)/C(=C\c1cccnc1)NC(=O)c1cccc(Br)c1	6	1	-5	1	11	3	1.9	-2	4
O=[N+]([O-])c1cccc(/C=N/N2CCN(c3ccccn3)CC2)c1	2	-4	4	-6	-6	-6	1.5	2	0
NS(=O)(=O)c1ccc(N=Nc2c(O)ccc3ccccc23)cc1	3	5	7	0	11	-2	-2.5	-2	4

(further entries)
SMILES	Fam108B inh	GSTO1 inh	PME-1 primary	PAD4 inh	MCL1-BIM inh	GLD-1 TGE inh	MEX-5 binding	TPT1 inhibitor	Bcl-xL primary
Cc1nc2sc3c(c2c(=O)n1N)CCC3	-1	-1	-1	-3	4	0	-0.8	-1	2
COc1cccc(/C=N/NC(=O)c2ccc(=O)n(C)c2)c1OC	4	4	-1	2	6	0	0.3	-3	-1
O=C(c1ccccc1)N1CCc2ccccc21	3	0	5	-2	5	2	-1.3	0	5
Cc1ccccc1NC(=O)CSC1=C(C#N)C(c2ccsc2)CC(=O)N1 (stereo not drawn)	5	6	2	0	9	1	-0.6	-7	3
COc1cccc(/C=C(/C(=O)OCC(N)=O)c2ccccc2)c1	-2	-7	-4	-4	1	0	-1.3	-1	7
CCOC(=O)c1csc(NC(=O)CSc2nnnn2CC)n1	0	8	1	-3	-3	5	1.1	-5	-1
CC1=[N+]([O-])C(C)(C)C(C)N(O)C1=O (stereo not drawn)	1	15	-7	5	-1	1	0.7	7	4
CCOc1ccc(C(=O)COC(=O)CN2C(=O)NC3(CCCCC3C)C2=O)cc1 (stereo not drawn)	/	/	0	0	2	-1	/	/	3
CCNC(=S)Nc1cccc(F)c1C	1	-14	1	0	14	-4	-1.1	-3	10
COc1cc(-c2csc(C)n2)ccc1O	-2	0	5	2	0	14	1.3	0	1
CCC1(C(=O)OC)NC(c2ccco2)C2C(=O)N(c3ccccc3)C(=O)C21 (stereo not drawn)	0	-4	5	-3	16	7	-3.6	-8	19
CN(C)S(=O)(=O)c1ccc(Cl)c(C(=O)OCC(=O)NNC(=O)c2cccs2)c1	/	/	6	-3	4	3	/	/	3
COc1ccc(CNC(=O)CCSCc2cccc(F)c2)cc1	-4	5	-5	-3	8	-2	-0.4	1	6
O=C(CC1C(=O)NCCN1Cc1cccc(C(F)(F)F)c1)NC1CCCCCC1 (stereo not drawn)	-5	-1	-2	-1	18	13	2.6	0	13
CCn1c(CSc2nc3ccccc3s2)nnc1SCC(=O)c1ccc(Cl)cc1	3	11	-6	-1	-6	7	2.0	-2	-12
CCn1cc([C@@H]2C[C@H]3CN(Cc4cccc(Cl)c4)C(=O)[C@]34CCCN24)c(C)n1	-2	-1	0	-2	-5	-3	2.4	5	2
O=C(/C=C/c1ccccc1Cl)NCCN1CCOCC1	-2	4	1	-2	6	4	1.1	-5	5
